Tb PFK inh = inhibitors of T. brucei phosphofructokinase; O15648; 330,000 compounds, 0.17% hits; Potency, µM (highest dose often 57.5 µM), for the others: at the highest dose activity, negative = inhibition, actives largely listed as inhibitors; T. brucei PFK, ADP-Glo luminescence;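 note: potency is the fitted concentration of half-maximal effect; 0% = uninhibited 1x PFK enzyme wells and -100% = no-enzyme wells; nearly all actives have a fitted effect of over 60% in size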
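Activity is normalized to no-enzyme wells (full inhibition) and 1.25 nM enzyme wells (no inhibition). Reaction: 0.5 mM F6P, 0.1 mM ATP, 45 min RT, ADP-Glo luminescence; concentration-response curves fitted and classed by quality.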
TSHR antagonist = human thyrotropin receptor antagonism; P16473; 330,000 compounds, 0.2% hits; TSHR-expressing cells, TSH-stimulated cAMP HTRF, 2 h; hits give low values; activity change, negative = inhibition, % at 11.5 µM;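 active = activity change below a set negative limit, meaning inhibition stronger than a set level, cut at about -70% in these data; inconclusive = activity change between two set negative limits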; note: % is set by controls: 0 for no effect and ±100 for the full control effect
Target sequence (P16473 whole entry, looked up): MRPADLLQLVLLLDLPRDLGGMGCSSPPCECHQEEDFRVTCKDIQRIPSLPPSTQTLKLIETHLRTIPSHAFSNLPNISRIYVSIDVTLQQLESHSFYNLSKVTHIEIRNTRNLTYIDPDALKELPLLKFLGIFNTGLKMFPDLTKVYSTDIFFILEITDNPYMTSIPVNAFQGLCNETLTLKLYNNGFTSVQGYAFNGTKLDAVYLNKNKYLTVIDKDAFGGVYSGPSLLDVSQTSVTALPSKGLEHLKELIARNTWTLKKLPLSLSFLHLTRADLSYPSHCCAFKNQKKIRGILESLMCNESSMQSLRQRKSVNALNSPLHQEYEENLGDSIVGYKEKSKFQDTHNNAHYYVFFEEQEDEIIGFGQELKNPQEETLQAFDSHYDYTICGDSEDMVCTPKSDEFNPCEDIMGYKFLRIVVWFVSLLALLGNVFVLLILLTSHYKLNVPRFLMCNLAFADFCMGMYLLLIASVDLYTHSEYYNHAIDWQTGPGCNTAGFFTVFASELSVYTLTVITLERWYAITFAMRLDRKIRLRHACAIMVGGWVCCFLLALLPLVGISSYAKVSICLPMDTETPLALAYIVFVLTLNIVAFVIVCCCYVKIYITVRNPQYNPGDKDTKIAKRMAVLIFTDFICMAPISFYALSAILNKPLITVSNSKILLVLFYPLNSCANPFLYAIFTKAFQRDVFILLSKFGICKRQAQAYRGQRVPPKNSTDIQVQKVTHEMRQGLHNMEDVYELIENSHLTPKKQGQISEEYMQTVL
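Freshly harvested TSHR cells receive pin-tooled compound, then EC80 TSH at 4nM final. After 2 hours at 37 deg C, antibody in lysis buffer and cAMP-d2 are added; 30 minutes at ambient temperature precede the HTRF read.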
PTAP TSG101 blk = blocks PTAP/TSG101 interaction to inhibit HIV-1 budding | Q99816 | Fluorescence polarization, FITC-PTAP peptide / Tsg101 binding | Potency, µM (top dose mostly 115 µM), inactives show top-dose activity change, negative = inhibition, usual class: inhibitors | 340,000 tested, under 10 active | AID 493005; active = well fitted inhibition curve with a large enough effect in the main read-out, with a control signal flat, not every such curve was filed as active; inconclusive = small, poorly fitted or top-dose-only effect, or effect the other way, or a change in a side signal; inactive = no such curve, though single readings can be large or run the other way; note: potency is the fitted concentration of half-maximal effect; % of control where 0% means no effect
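Steps: Tsg101 binding domain dispensed (10 uM final), compounds pinned in DMSO, FITC-labeled PTAP-motif peptide added (50 nM final); after 20 min binding at room temperature, polarization measured.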
ELG1 DNA repair = ELG1-dependent DNA repair inhibition; HEK293T ELG1-luciferase reporter, luminescence, 16 h; DNA damage induced by 5-fluorouridine; Potency, µM (top dose mostly 46.1 µM), inactives show top-dose activity change, negative = inhibition, actives largely listed as inhibitors; 330,000 compounds, 2.3% hits; note: potency is the fitted concentration of half-maximal effect; % is set by controls: 0 for no effect and ±100 for the full control effect; nearly all actives have a fitted effect of over 55% in size
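Cells (2,000 per well) received 5-fluorouridine plus test compound or DMSO and were incubated 16 hr at 37 °C, 5% CO2. Luciferase activity was read by luminescence 30 min after ONE-Glo addition; signal suppression marked inhibition of damage-induced ELG1 function.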
A-T KAP1 phos = candidate therapy for ataxia-telangiectasia; […] A-T fibroblasts, KAP-1 phosphorylation AlphaLISA; neocarzinostatin DNA damage 30 min before lysis; Potency, µM (doses to about 57.5 µM), without a hit: at the top dose activation, most hits filed as activators; 320,000 compounds, 0.19% hits; AID 485349; note: potency is the fitted concentration of half-maximal effect; % of control where 0% means no effect; nearly all actives have a fitted effect of over 45% in size
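hTERT-immortalized A-T patient fibroblasts ([…]), 500 cells/well in OPTI-MEM, 1% FBS, got compounds for 60 min, then NCS for 30 min at 37C. Lysates were then assayed for phospho-KAP-1 by AlphaLISA (anti-pKAP1 donor, anti-KAP1 acceptor beads), 6 hr at 25C.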
Integrin act MD = activators of alpha7 integrin expression for muscular dystrophy. alpha7betagal myoblasts, beta-gal FDG fluorescence, 48 h. Potency, µM (top dose mostly 38.3 µM), for inactives: at the top dose activation, hits mostly activators. 350,000 compounds, 0.064% hits. AID 624291;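 note: potency is the fitted concentration of half-maximal effect; 100% = response of the positive control SU9516; nearly all actives have a fitted effect of over 60% in size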
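Alpha7betagal+/- myoblasts (passage 13) were plated 16-24 hr, then exposed to compounds (1:260 dilution of DMSO stock) for 48 hours at 37C. After MPER lysis, β-galactosidase reporter activity was read as FDG fluorescence (ex 480/em 540) after 30 minutes.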
S-ASM inh = inhibitors of human secretory acid sphingomyelinase. Potency, µM (doses to about 57.5 µM), for the others: top-dose activity change, negative = inhibition, most hits filed as inhibitors. placental ASM, HMU-PC fluorogenic substrate, 60 min. P17405. 340,000 compounds, 0.006% hits. AID 504937; note: potency is the fitted concentration of half-maximal effect
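qHTS format. ASM enzyme prepared from human placenta hydrolyses the fluorogenic substrate HMU-PC0 (9 uM final) over 60 min at 37 °C after a 10 min compound preincubation.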
TCR activator = activates T cell receptor signaling | Potency, µM (series often up to 9.22 µM), for the others: at the top dose activation of IL-2 secretion, most hits filed as activators | primary human leukocytes, anti-CD3, IL-2 HTRF, 48 h | 330,000 tested, under 10 active; note: % of control where 0% means no effect
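Human primary leukocytes + a-CD3 beads + cpd, 48 hr; IL-2 in supernatant by HTRF (ex 320nm / em 665nm). No co-stimulatory signal supplied.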
BCR signal inh = blocks chronic active B-cell receptor signaling. ABC-DLBCL IkBa-CBG/CBR reporter, luminescence ratio, 4 h. Potency, µM (doses to about 46.1 µM), for inactives: at the top dose ratio change, negative = lower green/red ratio, actives largely listed as inhibitors. 340,000 compounds, 0.05% hits; active = well fitted inhibition curve with a large enough effect in the signal ratio, with a control signal flat, not every such curve was filed as active; inconclusive = small, poorly fitted or top-dose-only effect, or effect the other way, or a change in a side signal; the % refers to the signal ratio;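 note: potency is the fitted concentration of half-maximal effect; plate controls were basal doxycycline-induced cells for no effect and cells given 10 µM MG132 for full effect; MG132 reads +100%, hits lower the ratio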
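Compounds up to 46 uM were incubated four hours with TMD8 cells whose green CBG68 luciferase is fused to IkappaBalpha; red CBR luminescence normalised the signal, and concentration-effect curves were fitted to fusion, red and ratio data.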
Eya2 inh = blocks the phosphatase activity of human Eya2 | Potency, µM (titrated, usually from 76.9 µM), inactives show top-dose activity, negative = inhibition, actives largely listed as inhibitors | recombinant Eya2, OMFP fluorescence dephosphorylation (OMFP is methylfluorescein phosphate) | 330,000 compounds, 0.006% hits; note: potency is the fitted concentration of half-maximal effect; % is set by controls: 0 for no effect and ±100 for the full control effect
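Eya2 protein (added as 0.2 uM solution) was preincubated with compound for 10 min at ambient temperature in 50 mM HEPES pH 7.5, 50 mM NaCl, 5 uM MgCl2, 0.05% BSA, 1 mM DTT. OMFP (added at 50 uM) then reacted 10 min; fluorescence read at 485/525 nm.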
Mito fusion yeast = blocks mitochondrial division or promotes mitochondrial fusion; Potency, µM (titrated, usually from 46.1 µM), for inactives: at the highest dose growth rescue (activation), hits mostly activators; 320,000 compounds, 0.23% hits; S. cerevisiae fusion-defective mutant growth rescue, CellTiterGlo 48 h; AID 485298;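 note: potency is the fitted concentration of half-maximal effect; % of control where 0% means no effect; nearly all actives have a fitted effect of over 45% in size; temperature-sensitive fusion mutants such as fzo1-1 at 37 °C on non-fermentable ethanol glycerol medium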
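Temperature-sensitive fusion-defective S. cerevisiae (e.g. fzo1-1, mgm1-5) were grown with compound in YPEG medium (3% ethanol, 3% glycerol) for 48 hours at 37C. Growth rescue was measured as viability by CellTiterGlo luminescence after 10 minutes at ambient.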
Active calls of the source: *; u = inconclusive; x = not tested or not shown; [ ] = remark or other dose. Unless noted, calls come from the whole dose curve; as a rule, active = well fitted curve in the direction sought with a large enough effect; inconclusive = small, poorly fitted or top-dose-only effect, or another doubt; inactive = no such curve, though single readings can be large; an effect the other way counts as inactive or inconclusive.

structure,Tb PFK inh,TSHR antagonist,PTAP TSG101 blk,ELG1 DNA repair,A-T KAP1 phos,Integrin act MD,S-ASM inh,TCR activator,BCR signal inh,Eya2 inh,Mito fusion yeast
Clc1ccccc1-c1nnn(Cc2ccc(-c3nn[nH]n3)cc2)n1,-10%,-12,-11%,19%,-4%,-4%,10%,0%,0%,15%,-7%
O=C(Nc1ccc(Cl)cc1Cl)c1ccc(-c2ccccc2)cc1,2%,4,-2%,28%,2%,37%,6%,2%[46.1 µM],5%,-2%,-1%
CC(=O)N1CCOc2ccc(S(=O)(=O)Nc3ncccc3C)cc21,-5%,0,0%,5%,-5%,13%,0%,-2%,5%,-11%,-5%
CSc1nc2c(c(=O)[nH]1)C(c1ccccc1)C1=C(CC(C)(C)CC1=O)N2 (stereo not given),-2%,0,-1%,0%,0%,-18%,37%[activator],-3%,7%,-5%,-4%
Cn1cc(S(=O)(=O)NCc2ccc3c(c2)OCO3)c(C(F)(F)F)n1,2%,-2,0%,-11%,2%,-22%,3%,-5%,1%,-2%,-2%
Cc1ccc2cc(CN(Cc3ccco3)C(=O)NCc3ccccc3)c(=O)[nH]c2c1C,-1%,-4,-4%,u,0%,-13%,-11%,4%,u,-2%,10%
COc1cc(C)nc(NCc2ccccc2)n1,-1%,25,-6%,u,3%,8%,8%,8%,u,1%,-9%
Cc1ccc2c(c1)nnn2C1CCN(C(=O)NC23CC4CC(CC(C4)C2)C3)CC1,-5%,-1,x,u,-2%,x,x,x,15%,-3%,-3%
Cc1cc(SCC(=O)N2CCCC2)nc2ccccc12,-4%,-1,-2%,8%,-18%,-17%,1%,6%,2%,-7%,1%
CCC(C)Nc1nc(N)c([N+](=O)[O-])c(NCc2ccccc2)n1 (stereo not given),1%,1,-5%,23%,7%,-27%,-11%,-1%,u,-24%,29%
CCCCN(C(=O)CCC(=O)Nc1cc(C)on1)C(C(=O)NC(C)(C)CC)c1cccc(OC)c1OC (stereo not given),1%,1,-1%,-2%,5%,-11%,-2%,1%,-12%,-21%,3%
O=C1c2ccccc2C(=O)N1CCSc1nnc(-c2ccco2)n1Cc1ccccc1,-8%,-15,-7%,x,1%,-20%[7.66 µM],-2%,5%,-19%,-9%[15.4 µM],1%
Cc1cc2[nH]c(=S)[nH]c2cc1C,-24%,19,-10%,u,2%,6%,0%,-5%,1%,5%,-5%
COc1cc(NC(=O)c2ccc3c(SCC(=O)O)c4c(nc3c2)CCCC4)cc(OC)c1OC,-3%,-5,-1%,8%,1%,28%,-10%,-3%,18%,4%,2%
CCN(C(=O)CN(C)Cc1cccc(Cl)c1Cl)c1c(N)n(Cc2ccccc2)c(=O)[nH]c1=O,-3%,2,-2%,0%,0%,8%,x,1%[46.1 µM],-9%,-5%,-6%
COc1ccc(NC(=O)N2CCN(C(=O)C3CCCO3)CC2)cc1 (stereo not given),0%,-10,-1%,-2%,2%,7%,x,-5%,0%,12%,-1%
Cn1c(=O)[nH]c2ncn(C)c2c1=O,x,6,0%,x,x,x,0%,-10%,x,1%,-12%
Cc1noc(C)c1C(=O)Nc1sc(C)c(C)c1C#N,14%,-3,0%,15%,6%,2%[7.66 µM],4%,x,4%,-22%,5%
COc1ccccc1N1CCN(C(=O)c2cccc(N3C(=O)C4C5C=CC(C5)C4C3=O)c2)CC1 (stereo not given),-2%,-9,-10%,-1%,3%,12%,1%,-5%,-5%,5%,-1%
CCOc1nc(-c2ccccc2Cl)ccc1C#N,-1%,-14,-4%,13%,8%,7%,-3%,-1%,-8%,-2%,-1%
O=C(Nc1ccccc1N1CCCC1)c1cccc(S(=O)(=O)N2CCOCC2)c1,0%,-4,-3%,4%,3%,-8%,0%,0%,-3%,-6%,10%
CCOC(=O)CN1C(=O)C(=O)N(Cc2c(Cl)cccc2Cl)C1=O,4%,-16,0%,2%,47%,0%,-1%,-1%,u,14%,-12%
O=c1[nH]c2ccsc2c(=O)n1-c1ccc(F)c(Cl)c1,u,0,-9%,-5%,-2%,-23%,3%,-20%,1%,-18%,5%
O=C(COc1ccccc1F)NCc1nc2ccccc2[nH]1,-4%,3,-5%,1%,3%,9%,1%,6%,-4%,1%,-7%
Cc1cc(S(=O)(=O)Nc2ccc(F)cc2)c(C)s1,-2%,-13,-3%,-13%,6%,42%,2%,2%,5%,-21%,19%
Cn1c2ccc(F)cc2c2ncn(Cc3ccccn3)c(=O)c21,2%,10,0%,13%,-1%,23%,0%,2%,1%,u,8%
CCOC(=O)N1CCN(C(=O)c2ccc(Cl)c(S(=O)(=O)N3CCCC3)c2)CC1,-4%,13,-2%,-5%,18%,-37%[inhibitor],-3%,2%,0%,4%,0%
COCCn1cc(C(=O)NCCCN2CCC(C)CC2)c2c3ccccc3n(C)c2c1=O,-7%,7,-3%,9%,36%,-8%,7%,7%,u,6%,-1%
COc1ccc(/C=N/OCc2nc3c4c(ncn3n2)Oc2ccc3ccccc3c2C4c2ccccc2)cc1 (stereo not given),8%,7,-3%,u,14%,-6%,0%,6%,7%,-7%,-4%
Cc1cc(C)c(C2C(C#N)=C(N)Oc3n[nH]c(C)c32)cc1CN1CCCC1 (stereo not given),-9%,-1,-6%,-1%,4%,15%,0%,2%,u,3%,-4%
CCC(CC)C(=O)NCCc1cc2cc(C)c(C)cc2[nH]c1=O,-3%,2,1%,16%,-9%,8%,2%,8%,u,7%,-1%
CN(C)c1ccc(C(O)Cc2nc3ccccc3n2C)cc1 (stereo not given),-1%,-12,-1%,u,-8%,13%,9%,-11%,1%,0%,-24%
CCCC/C(O)=C1\C(=O)CC(C)(C)CC1=Nc1ccc(OC)cc1,-2%,2,-3%,-7%,4%,-15%,-5%,1%,5%,-12%,4%
CCN(CC)C(=O)N1CCC(NC(=O)c2ccc(C(C)(C)C)cc2)CC1,2%,-5,0%,21µM*,9%,1%,5%,4%,0%,-23%,-3%
CCCOC1(NC(=O)c2ccccc2)C(C)=CC(=O)C=C1C,0%,-1,0%,3%,1%,2%,-1%,-1%,-10%,13%,1%
Cn1ccnc1C(=O)c1cccc(Br)c1,3%,-3,-3%,16%,-7%,2%,-13%,-3%,8%,-12%,9%
COc1cccc(-c2nn(C)c3sc(C(=O)NCc4ccccn4)cc23)c1,4%,-8,-1%,u,7%,-7%,-3%,6%,u,-1%,3%
O=C(CN1CCN(S(=O)(=O)c2ccc(Cl)cc2)CC1)Nc1ccc(F)cc1F,-3%,4,-5%,17%,-3%,-11%,2%,0%,u,3%,11%
O=C(Nc1nc2n(n1)C(c1ccccc1)C=C(c1ccccc1)N2)c1ccco1 (stereo not given),-12%,-4,-2%,u,6%,9%,1%,-7%,-6%,1%,2%
O=C1NC[C@H](CC2CCCCC2)N(CC2CCCCC2)C1=O,-1%,-17,-5%,2%,5%,-18%,-5%,-14%,1%,-12%,-4%
Cc1cccc(NC(=O)COc2ccc3oc4c(c3c2)CCCC4)n1,0%,-7,-2%,u,1%,-6%,-3%,1%,u,-24%,12%
COc1cccc(CNC(=O)CCS(=O)(=O)c2ccccc2Cl)c1,2%,5,-5%,16%,11%,u,0%,x,-3%,6%,4%
